p53ts 39C tox = p53ts cell cytotoxicity, nonpermissive temperature | H1299-p53A138V viability at 39C, ATP luminescence, 24 h | Potency, µM (top dose mostly 46.1 µM), for the others: at the highest dose activity change, negative = cell killing, usual class: cytotoxic | AID 902 | actives 1.5% (n = 130,000); note: nearly all actives have a fitted effect of over 55% in size
Peg3 imprint = induces erasure of genomic imprints in mouse ES cells | AID 1948 | Potency, µM (highest dose often 60.7 µM), inactives show at the highest dose activity change, positive = activation, hits mostly activators | actives 0.02% (n = 110,000) | mouse ES Peg3-LacZ reporter, beta-gal luminescence, 40 h;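 note: 0% = negative control wells on the plate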
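Imprint erasure is scored as LacZ activity from the silenced maternal Peg3 allele in feeder-free female ES cells cultured 40 h with LIF. Luminescence is normalized to in-plate negative controls and fitted to the Hill equation.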
IkB signaling = inhibitors of IkB signaling in ABC-DLBCL cells; ABC-DLBCL IkBa-CBG/CBR dual luciferase ratio, 4 h; response scale: scaled: untreated 0%, proteasome inhibitor 100%; Potency, µM (series often up to 57.1 µM), without a hit: at the highest dose IkBa stabilization activation; actives 0.04% (n = 110,000); active = well fitted curve in the direction sought with a large enough effect in the signal ratio, not every such curve was filed as active; inconclusive = small, poorly fitted or top-dose-only effect, or a change in a side signal; the % refers to the signal ratio;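 note: the direction sought is a rising ratio; 0% = basal untreated cells and 100% = reference inhibitor full response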
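In this assay, an IκBα–CBG68 fusion accumulates when IKK-driven degradation is blocked; native CBR normalizes for cell number. OCI-Ly3 cells were treated 4 h with compound and doxycycline, then green and red light read after Chroma-Glo addition.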
p53ts 32C kill = cytotoxicity in p53ts cells at permissive temperature. AID 924. actives 0.93% (n = 130,000). Potency, µM (titrated, usually from 46.1 µM), for inactives: at the top dose activity change, negative = cytotoxicity, most hits filed as cytotoxic. H1299-p53A138V at 32C, ATP luminescence viability, 24 h;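 note: 0% = DMSO and -100% = full killing by reference compound; nearly all actives have a fitted effect of over 55% in size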
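H1299-p53 A138V cells (temperature-sensitive p53) exposed 24 h to up to 46 uM compound at 32C, where p53 is wild-type in conformation. Viability read as ATP luminescence and normalised to DMSO and 100 uM tamoxifen. AC50 fitted with the Hill equation.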
* = called active by the depositor; u = inconclusive; x = no result given; [ ] = remark or other dose. Unless noted, calls come from the whole dose curve; as a rule, active = well fitted curve in the direction sought with a large enough effect; inconclusive = small, poorly fitted or top-dose-only effect, or another doubt; inactive = no such curve, though single readings can be large; an effect the other way counts as inactive or inconclusive. Unless noted, % is set by controls: 0 for no effect and ±100 for the full control effect; potency is the fitted concentration of half-maximal effect. Compounds as they come, and some 1.7% of all compounds hit somewhere here.

SMILES	p53ts 39C tox	Peg3 imprint	IkB signaling	p53ts 32C kill
Cc1ccc(N2CCN(C(=O)CCc3c(C)nc4c(c3C)c(=O)n(C)c(=O)n4C)CC2)c(C)c1	-9.6%	-9.2%[10.9 µM]	0.8%	3.6%
COCNc1nc(OCC#N)nc(N(C)C)n1	4.7%	-2.2%	0.0%	-5.7%
O=C(OCn1nnc2ccccc2c1=O)C1COc2ccccc2O1 (stereo unspecified)	-5.4%	3.6%	0.2%	0.9%
CCOc1ccc(C(=O)Nn2cnnc2)cc1	13.5%	-5.0%	-0.2%	4.1%
O=C1CC(c2ccccc2)Sc2nc(-c3ccc(F)cc3)nn21 (stereo unspecified)	-11.1%	-14.6%[10.9 µM]	u	-4.4%
CC1CCC2C(C)(C)C3CC12CC[C@]3(C)O (stereo partly specified)	-7.4%	3.9%	x	-22.2%
N#CC1=C(N)OC2=C(C(=O)CCC2)C1c1ccc(OC(=O)N2CCOCC2)cc1 (stereo unspecified)	-2.4%	2.7%	-1.9%	10.7%
COc1ccc(C2N=C(N)N=C(N)N2c2ccccc2)cc1OC (stereo unspecified)	-1.7%	-12.2%	0.8%	-7.0%
Cc1ccc(Cl)cc1N1CCN(C(=O)c2cn(C3CCCCC3)c(=O)c3c2c2ccccc2n3C)CC1	-10.4%	4.5%[10.9 µM]	2.7%	18.0%
CC(C)N(Cc1ccccc1)S(=O)(=O)c1ccc(-c2cc(C(F)(F)F)on2)s1	-13.4%	-5.4%[10.9 µM]	-1.5%	0.7%
Cc1ccccc1OCC(=O)Nc1ccc2nc(SCC(=O)N3CCc4ccccc43)sc2c1	-4.5%	-11.3%[10.9 µM]	0.2%	-1.6%
COc1ccccc1-c1cc(C(F)(F)F)nc(N2CCN(c3ccc(F)cc3)CC2)n1	-3.2%	-1.3%	0.2%	-1.9%
COc1ccc(N2C(=O)[C@@H]3Cc4ccccc4CN3C2=O)cc1	3.6%	-2.2%	1.2%	-4.0%
CCC(=O)Nc1ccc(-c2nn3c(C)nnc3s2)cc1	11.2%	4.3%	0.8%	-5.6%
CN1C[C@@H]2C(c3ccc(C(F)(F)F)cc3)C3(c4ccccc4)CC2(C3)[C@H]1c1ccccc1 (stereo partly specified)	-5.3%	-7.9%	x	-2.5%
Cc1ccc(CN2C(=O)C3(c4ccccc42)N(c2ccc(C)c(Cl)c2)C(=O)CS3(=O)=O)cc1 (stereo unspecified)	-7.3%	-9.6%[10.9 µM]	u	4.8%
COc1ccc(NC(=O)c2sc3nc4c(cc3c2N)CN(Cc2ccccc2)CC4)cc1OC	-26.1%	u	0.4%	0.6%
O=C(NCCc1ccccc1)c1noc2c1CCc1ccccc1-2	-8.7%	-13.8%	1.6%	-2.6%
Cc1ccc(NC(=O)CSc2nc(-c3ccc(F)cc3)nc3c2Cc2c(CO)cnc(C)c2O3)cc1C	9.6%	-12.2%[10.9 µM]	-1.3%	-5.4%
O=C1C[C@H]2OCC=C3CN4CC[C@@]5(C(=O)O)[C@H](N1)[C@H]2[C@H]3C[C@H]45	4.0%[9.22 µM]	x	-1.0%[11.4 µM]	3.2%[9.22 µM]
Cc1c(NC(=O)CC(O)(C(F)(F)F)C(F)(F)F)c(=O)n(-c2ccccc2)n1C	9.0%	-2.1%	1.7%	-3.2%
CC(=O)Nc1ccc(S(=O)(=O)Nc2cccc(N(C)S(C)(=O)=O)c2)cc1	-3.8%	-19.4%	1.8%	-1.5%
O=C(O)c1ccc(COc2ccc(CO)cc2Cl)cc1	-18.7%	-83.9%[inhibitor]	u	-25.8%
Cc1cc(O)c(C(C)(C)C)cc1Sc1cc(C(C)(C)C)c(O)cc1C	15.8µM*	-28.0%	u	11.6%[1.84 µM]
Cc1ccc(S(=O)(=O)NCCn2c(C)cc3ccccc32)cc1	3.0%	-4.4%	0.5%	6.5%
CCOC(=O)c1c(C)oc2ccc(N(C(=O)c3ccncc3)S(=O)(=O)c3ccc(Br)cc3)cc12	11.1%	-10.2%[10.9 µM]	u	31.7%[activator]
O=C1NCCCc2nc(Oc3ccccc3)sc21	7.7%	-2.1%	-2.3%	-0.2%
Cc1noc(NS(=O)(=O)c2ccc(NC(=O)CSc3nc4c(cc3C#N)CCCC4)cc2)c1C	-3.4%	u	1.5%	3.1%
Cc1ccc(-c2nnc(Nc3ccc(OCC(N)=O)cc3)c3ccccc23)cc1S(=O)(=O)N(C)C	u	-5.3%[10.9 µM]	u	15.9%
Nc1c(-c2nc(-c3cccs3)no2)nnn1-c1cccc(F)c1	-22.2%	-13.1%[10.9 µM]	-3.1%	-13.8%
COc1ccc(C(C(=O)NCc2ccccc2)N(C(=O)Cn2nnc3ccccc32)c2ccc(F)cc2)cc1 (stereo unspecified)	19.3%	-5.7%[10.9 µM]	0.4%	2.7%
O=C(c1ccc2c(c1)N(Cc1ccc(Cl)cc1)C(=O)c1ccccc1S2(=O)=O)N1CCN(Cc2ccccc2)CC1	-15.5%	-12.4%[10.9 µM]	u	12.5%
CCCCCn1c(=N)n(CC(O)COc2cccc(C)c2)c2ccccc21 (stereo unspecified)	10µM*	-16.4%[10.9 µM]	u	u
CC(C)Oc1ccc(CNC(=O)CN2C(=O)CCc3cc(S(=O)(=O)N4CCCCC4)ccc32)cc1	-18.2%	-8.4%[10.9 µM]	-1.2%	-3.9%
CCc1nnc(NC(=O)CSc2nnc3c(C)cc4c(C)ccc(C)c4n23)s1	-9.6%	x	x	-21.0%
O=C(c1ccccc1)N1CCN(c2ccc(NCc3ccc4c(c3)OCO4)cc2)CC1	9.8%	-17.9%	u	7.1%
CC1CCC2(CC1)SCC(=O)N2c1ccccc1 (stereo unspecified)	8.0%	x	x	-8.7%
O=c1oc2ccccc2n1Cn1c(=O)oc2ccccc21	-3.0%	3.8%	0.5%	-2.3%
Cc1ccc(-c2nnc3ccccc3c2C(=O)Nc2ccccc2F)cc1	-0.6%	-11.5%[10.9 µM]	0.9%	-3.0%
Cc1ccc(C)c(Cn2c(=O)n(CCCC(=O)NCc3ccco3)c(=O)c3ccccc32)c1	0.9%	-10.6%	-1.0%	-12.6%
Cc1ccc(CS(=O)(=O)c2ncc(Cl)c(C(=O)Nc3nc4ccc(C)cc4s3)n2)cc1	12.6µM*	-26.3%[10.9 µM]	u	15.8µM*
Cc1cc(C)c2[nH]c(=O)c(CN(C(=O)C3CCCO3)C3CCCC3)cc2c1 (stereo unspecified)	8.8%	5.3%	0.0%	11.8%
Brc1cccc(-c2nn(-c3ccccc3)c3c2cnc2cc4c(cc23)OCO4)c1	22.3%	-6.0%[10.9 µM]	u	6.4%
O=C1NC(c2ccccc2)C(C(=O)c2cccs2)=C1O (stereo unspecified)	-5.8%	11.7%	u	1.3%
Cc1ccccc1-c1nnc(SCc2ccc(F)cc2)o1	3.2%	-21.3%	1.9%	9.4%

High-throughput results from PubChem.
